SENP1 FRET inh = SENP1 (human) catalytic domain inhibition; Q9P0U3; recombinant SENP1 catalytic domain, CyPet-SUMO1-YPet FRET cleavage; inhibition, % at 10 µM; 360,000 tested, 0.21% active; AID 624204;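 active means inhibition at least 30% at 10 µM, raw YFP signal under a set limit, fluorescence ratio 0.5 to 1.5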;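 further: 0% = enzyme with DMSO and 100% = no enzyme wells; some results filed as inactive read as strong as hits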
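Test system: human SENP1 catalytic domain; medium: Tris pH 8 buffer plus EDTA, NaCl, BME, BSA, NP40, catalase; incubation: 50 min reaction at room temperature; technique: FRET, CFP and YFP emission; controls: no-enzyme low control and enzyme-plus-DMSO high control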
NALP3 yeast inh = blocks the NALP3 inflammasome reconstituted in yeast; Yeast reconstituted NLRP3/ASC/caspase-1, beta-gal luminescence, 24 h; inhibition, % at 10 µM; 330,000 tested, 0.39% active;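 active means inhibition of 50% or more; inactive means inhibition below 50%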;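 further: plate controls were induced DMSO wells for no effect and uninduced yeast grown without galactose for full effect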
HKDC1 inhibitor = blocks human hexokinase HKDC1 activity | inhibition, % at 20 µM | recombinant HKDC1, G6PDH/diaphorase resazurin coupled fluorescence | Q2TB90 | 340,000 tested, 0.16% active;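 active means inhibition above about 35% when tested at 20 µM, limit read from the data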;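 further: plate controls were DMSO wells with enzyme for no effect and DMSO wells lacking enzyme for full effect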
Target sequence (Q2TB90 whole entry, looked up): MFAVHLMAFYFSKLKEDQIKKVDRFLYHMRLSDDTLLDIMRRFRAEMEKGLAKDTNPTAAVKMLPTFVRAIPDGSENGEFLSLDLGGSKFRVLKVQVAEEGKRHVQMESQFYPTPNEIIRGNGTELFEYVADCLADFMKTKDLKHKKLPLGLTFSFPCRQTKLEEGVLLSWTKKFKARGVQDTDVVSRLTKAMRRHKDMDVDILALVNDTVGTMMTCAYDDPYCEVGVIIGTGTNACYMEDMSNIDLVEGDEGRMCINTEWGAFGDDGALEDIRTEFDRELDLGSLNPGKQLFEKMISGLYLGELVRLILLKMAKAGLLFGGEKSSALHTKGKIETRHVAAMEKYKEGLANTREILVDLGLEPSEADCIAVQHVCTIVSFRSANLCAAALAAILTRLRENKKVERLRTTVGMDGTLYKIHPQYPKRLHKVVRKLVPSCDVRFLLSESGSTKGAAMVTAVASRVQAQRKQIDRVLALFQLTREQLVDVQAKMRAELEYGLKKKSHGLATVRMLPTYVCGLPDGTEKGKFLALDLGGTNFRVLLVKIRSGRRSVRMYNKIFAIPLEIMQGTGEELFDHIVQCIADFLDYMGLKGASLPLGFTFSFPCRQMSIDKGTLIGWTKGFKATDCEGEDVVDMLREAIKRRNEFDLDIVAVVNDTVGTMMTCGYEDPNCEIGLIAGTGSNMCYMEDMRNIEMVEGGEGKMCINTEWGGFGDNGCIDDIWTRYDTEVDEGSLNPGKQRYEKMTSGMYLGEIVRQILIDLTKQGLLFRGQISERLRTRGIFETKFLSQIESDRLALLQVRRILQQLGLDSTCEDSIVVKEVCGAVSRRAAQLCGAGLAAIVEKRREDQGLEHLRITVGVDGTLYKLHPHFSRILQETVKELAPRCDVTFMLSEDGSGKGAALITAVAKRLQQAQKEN
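Assay system: recombinant HKDC1 hexokinase; detection: coupled resazurin fluorescence, excitation 525 nm, emission 613 nm; benchmarks: DMSO-plus-enzyme-mix negative control, buffer-substituted positive control; compound dosing: single 20 µM dose; schedule: 90 min at room temperature in dark; also added: glucose plus 1 mM ATP as hexokinase substrates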
SENP7 inh = SENP7 protease inhibition; Q9BQF6; recombinant SENP7, Z-RLRGG-aminoluciferin luminescence, 40 min; inhibition, % at 5 µM; 330,000 tested, 1.5% active; AID 434973;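 active means inhibition above about 50% at the single test dose, limit read from the data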;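 further: plate controls were DMSO with enzyme for no effect and no enzyme buffer wells for full effect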
SENP8 block-1 = blocks human SENP8 cleavage of Nedd8 substrate | recombinant SENP8, Nedd8 substrate fluorescence | inhibition, % at 20 µM | 360,000 tested, 0.64% active | AID 602440; in the data active means inhibition mostly above about 40%, no sharp cut-off; inactive means mostly below about 27%
Target sequence (Q96LD8 whole entry, looked up): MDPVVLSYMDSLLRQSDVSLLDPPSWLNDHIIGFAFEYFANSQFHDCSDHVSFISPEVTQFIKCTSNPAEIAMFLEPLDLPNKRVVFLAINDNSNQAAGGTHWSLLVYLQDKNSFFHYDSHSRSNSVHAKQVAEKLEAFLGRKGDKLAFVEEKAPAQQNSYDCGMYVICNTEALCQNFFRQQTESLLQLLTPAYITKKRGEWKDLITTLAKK
Apaf1 inhib = human Apaf-1 inhibition; inhibition, % at 20 µM; AID 489030; 330,000 tested, 0.71% active; reconstituted apoptosome caspase-3 activity, DEVD-Rh110 fluorescence; active means inhibition of at least 40% at 20 µM;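 further: plate controls were DMSO wells for no effect and DEVD-CHO caspase inhibitor wells for full effect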
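System: Apoptosome proteins | Medium: Hepes pH 7.5 with detergent and BSA | Also added: Cytochrome c trigger plus (Z-DEVD)2-Rh110 caspase-3 substrate | Incubation: 30 min compound preincubation, 50 min activation, room temperature | Detection: Rhodamine 110 fluorescence at Ex 480/Em 540 nm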
SENP8 block-2 = inhibitors of human SENP8 protease | Q96LD8 | purified SENP8, Z-RLRGG-aminoluciferin cleavage, luminescence | inhibition, % at 10 µM | 330,000 tested, 1.2% active | AID 2540; in the data active means inhibition above about 50%
PfGluPho inh = PfG6PD (Plasmodium falciparum) enzyme inhibition; PfGluPho enzyme, NADPH resazurin-diaphorase fluorescence; inhibition, % at 20 µM; 350,000 tested, 0.78% active;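 active means inhibition reaching at least a set limit at 20 µM in the primary screen, cut at about 59% in these data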;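 further: 0% = DMSO wells with substrate and 100% = DMSO wells lacking glucose-6-phosphate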
SENP6 inh = inhibitors of human SENP6 protease. Q9GZR1. Recombinant SENP6 catalytic domain, aminoluciferin luminescence. inhibition, % at 10 µM. 330,000 tested, 1.8% active;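 active means inhibition above about 50% at the single tested dose, limit read from the data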;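 further: plate controls were DMSO wells with enzyme for no effect and DMSO wells lacking enzyme for full effect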
Numbers without * were called inactive; . = no result given.

Values in the order – HKDC1 inhibitor | PfGluPho inh | SENP8 block-2 | Apaf1 inhib | SENP8 block-1 | SENP1 FRET inh | SENP7 inh | SENP6 inh | NALP3 yeast inh
CN(C)S(=O)(=O)n1ccnc1
 : -11.5 | 6.9 | 3.2 | -13.5 | 12.1 | 1.0 | 2.4 | 4.1 | 3.8
COCCn1nnnc1C(c1cccs1)N1CCN(c2cc(C)ccc2C)CC1 (stereo unspecified)
 : -2.7 | -2.5 | -7.9 | 19.7 | 5.5 | 1.1 | -11.2 | -8.1 | 14.7
Cc1ccc2sc(N(CCCN(C)C)C(=O)CCS(=O)(=O)c3ccccc3)nc2c1C
 : -0.3 | 34.4 | 3.4 | 25.3 | 18.9 | -0.7 | 7.0 | -3.6 | 53.5*
CC(C)c1c(O)nc(SCC(=O)N2CCCCC2)[nH]c1=O
 : -6.3 | 21.0 | 2.5 | 8.2 | 16.8 | 2.0 | 1.9 | -28.6 | 7.6
CC(C)(C)NC(=O)COC(=O)c1ccc(Cl)cc1O
 : -3.1 | -1.5 | 4.9 | -4.6 | -11.6 | 2.8 | 7.5 | 23.0 | 6.2
Cc1ccc(C(=O)COC(=O)CCS(=O)(=O)c2ccccc2)cc1[N+](=O)[O-]
 : -1.4 | -8.8 | 4.6 | 5.1 | 8.0 | -13.9 | -4.8 | -12.4 | 10.9
CCOC(=O)c1c(NC(=O)CC2SC(=NC)N(C)C2=O)sc(C)c1C (stereo unspecified)
 : -8.0 | -5.5 | 2.7 | -3.2 | -19.3 | 1.6 | 2.8 | -8.1 | 59.8*
COc1cc(NC(=O)c2c3c(nc4ccccc24)CCC3)cc(OC)c1
 : -5.0 | -9.8 | -1.2 | 4.0 | 4.1 | -1.0 | 4.5 | -6.2 | -3.4
Fc1cccc(CCN2CCNC[C@@H]2CC2CCCCC2)c1
 : -7.0 | 3.4 | -4.4 | 29.0 | 5.6 | -1.2 | -11.1 | -3.8 | 9.6
Cc1ccc(Nc2cc(=O)[nH]c(=O)[nH]2)cc1Cl
 : -0.5 | -2.0 | -8.7 | 5.2 | 6.3 | -0.1 | -3.1 | -14.0 | 15.3
Cc1ccc(-c2c(C(=O)N/N=C/C3CC=CCC3)nnn2-c2nonc2N)cc1 (stereo unspecified)
 : -6.8 | 3.9 | -1.9 | 2.0 | 2.8 | 0.6 | 14.4 | 1.2 | 7.0
Cc1cccc(C(=O)Nc2ccc(C(=O)/C=C/c3cccnc3)cc2)c1
 : 21.1 | 38.4 | . | . | 17.7 | 0.3 | . | . | .
CCCCC(O)(c1ccc(F)cc1)C(CN1CCOCC1)c1ccc(Cl)cc1 (stereo unspecified)
 : 5.8 | 15.3 | -5.7 | 22.5 | 11.5 | 2.2 | -5.7 | -2.1 | 8.0
O=C(CC(=O)c1ccccc1O)c1ccc(F)cc1
 : -2.6 | -28.9 | -12.5 | 6.8 | 37.6 | 1.8 | -2.1 | -11.1 | 19.2
COc1ccc(/C=N/NC(=O)c2cccnc2)cc1O
 : -6.0 | 1.4 | -6.6 | 0.1 | 2.7 | 3.3 | 4.8 | -4.6 | 4.1
O=C(CCn1cnc(-c2ccccc2)c1-c1ccccc1)N/N=C/c1ccc(O)cc1
 : -0.1 | 28.4 | 8.5 | 5.2 | 5.3 | 3.1 | -1.8 | 0.4 | 11.1
COc1cc(C(=O)NC2CCN(Cc3ccccc3)CC2)cc(Cl)c1OC(C)C
 : -1.9 | 20.5 | -0.9 | 4.2 | 3.3 | 0.7 | -6.2 | -1.5 | 26.1
Cc1ccccc1C1NC(=O)Cc2ccccc21 (stereo unspecified)
 : -5.7 | -10.0 | 6.5 | -4.4 | 23.8 | -1.7 | 3.1 | -6.4 | -6.0
CC1=NN(C(=O)c2ccc(Cn3ccc([N+](=O)[O-])n3)cc2)C(O)(C(F)(F)F)C1 (stereo unspecified)
 : 14.6 | -18.8 | -1.3 | 2.0 | 19.1 | 0.5 | 3.7 | 18.6 | 3.8
COc1ccc(N(C(=O)CCC(=O)Nc2cc(C)on2)C(C(=O)NC2CCCC2)c2ccco2)cc1 (stereo unspecified)
 : 2.5 | 4.1 | 0.0 | 4.1 | 9.4 | -2.1 | -4.0 | 4.7 | 9.5
C=CCn1c(N)cc(=O)nc1SCC(=O)Nc1ccc(C(=O)OC)cc1
 : -6.2 | 10.3 | -0.3 | -8.7 | 3.1 | -1.1 | -11.0 | 1.8 | 0.1
O=C(COC(=O)c1ccc(Cl)c(S(=O)(=O)N2CCCCCC2)c1)Nc1ccccc1
 : 2.4 | -6.5 | -6.1 | 21.2 | 13.2 | 1.9 | -11.7 | -18.1 | 2.9
O=C(c1ccc2oc(CCCc3ccccc3)nc2c1)N1CCCCC1CO (stereo unspecified)
 : 4.1 | 7.6 | -7.2 | 2.8 | 3.6 | -0.4 | 3.6 | -3.9 | 5.9
COc1ccc(C2(CNC(=O)/C=C/c3ccco3)CCCC2)cc1OC
 : 20.8 | 57.2 | -2.0 | -11.3 | -5.9 | -12.7 | 5.2 | -5.4 | 19.4
FC(F)(F)c1ccnc(N2CCN(Cc3cnc(-c4ccccc4)[nH]3)CC2)c1
 : -4.2 | 2.9 | -0.2 | 1.2 | 5.6 | 0.3 | -7.7 | -4.3 | 9.2
COC(=O)C(CC(=O)c1ccc(Cl)cc1)c1ccc(C)cc1 (stereo unspecified)
 : 9.4 | -5.1 | -2.3 | 7.8 | 14.7 | 2.4 | 29.8 | 25.8 | 23.4
COC(=O)c1ccc(CSc2nc3ccccc3[nH]2)o1
 : -0.2 | 8.6 | 5.9 | 2.4 | 7.1 | -1.7 | 11.4 | 11.3 | -2.6
Cc1ccc(N=CC2=C(O)CC(C)(C)CC2=O)nc1
 : -6.0 | 1.2 | -2.7 | -4.1 | -28.3 | -1.6 | -1.3 | -4.2 | 10.3
COc1ccc(C(=O)NC2CCN(CC(=O)NCc3ccccc3)CC2)cc1
 : -8.3 | -13.7 | 5.6 | 0.1 | 9.2 | 2.7 | 6.9 | -0.4 | -2.1
CCN(CC)C(=O)c1ccc2nc3ccccc3nc2c1
 : 17.2 | 1.6 | -1.8 | -5.4 | 9.2 | 1.1 | 6.1 | -1.0 | 14.9

NALP3 yeast inh: entries above that show a hit
SMILES,HKDC1 inhibitor,PfGluPho inh,SENP8 block-1,SENP1 FRET inh,SENP7 inh,SENP6 inh,NALP3 yeast inh
Cc1ccc2sc(N(CCCN(C)C)C(=O)CCS(=O)(=O)c3ccccc3)nc2c1C,-0.3,34.4,18.9,-0.7,7.0,-3.6,53.5*
CCOC(=O)c1c(NC(=O)CC2SC(=NC)N(C)C2=O)sc(C)c1C (stereo unspecified),-8.0,-5.5,-19.3,1.6,2.8,-8.1,59.8*

Next part.
Values in the order – HKDC1 inhibitor | PfGluPho inh | SENP8 block-2 | Apaf1 inhib | SENP8 block-1 | SENP1 FRET inh | SENP7 inh | SENP6 inh | NALP3 yeast inh
CCOC(=O)CSc1nc2ccccc2n2cnnc12
 : 9.4 | 29.0 | 0.5 | -4.8 | 11.9 | -6.7 | -1.8 | -2.3 | -11.5
C=CCn1c(SCC(=O)C23CC4CC(CC(C4)C2)C3)nc(O)cc1=O
 : -0.1 | -4.7 | -7.6 | 0.7 | 28.8 | 0.8 | 12.7 | -11.4 | 10.1
CCOC(=O)N1CCN(c2nc3ccccc3nc2C(C#N)S(=O)(=O)c2ccc(C)cc2)CC1 (stereo unspecified)
 : 3.9 | 9.9 | 2.7 | 9.6 | -226.8 | -19.7 | 8.1 | 15.9 | 3.6
COC(=O)[C@H](Cc1ccccc1)NS(=O)(=O)N[C@@H](Cc1ccccc1)C(=O)OC
 : -1.8 | -1.2 | -3.9 | -6.1 | 4.2 | 1.3 | -3.2 | 5.9 | -0.3
Cc1ccc(NS(=O)(=O)c2ccc3c(c2)c(=O)n(C)c(=O)n3C)cc1F
 : 0.8 | -11.8 | -11.0 | 8.7 | 7.4 | 2.6 | -3.0 | -12.5 | 6.4
O=C(/C(Cl)=C/Nc1ccc(Br)cn1)C(F)(F)F
 : -1.5 | 2.9 | -9.8 | -1.0 | 2.5 | 1.2 | 2.6 | 6.6 | -0.6
Cc1ccccc1Oc1nc2ccccc2n2cnnc12
 : -10.4 | -2.4 | 6.0 | 2.6 | 8.8 | -1.1 | -4.1 | -1.1 | 5.8
COC(C(=O)Nc1cccc(F)c1)c1ccccc1 (stereo unspecified)
 : -5.1 | -1.4 | -4.3 | -3.7 | 12.6 | 0.0 | 0.6 | -4.5 | 25.6
CC1CCN(S(=O)(=O)Cc2ccccc2Cl)CC1
 : -4.3 | 4.0 | 2.5 | -3.3 | 17.5 | 1.1 | -4.9 | 20.6 | 12.8
CCCCCc1nc2c(=O)[nH]c3ccccc3c2o1
 : 4.3 | -0.5 | -6.7 | 8.9 | 11.5 | -0.3 | -1.9 | -12.0 | 2.4
COc1ccc(-n2c(=O)c3ccccc3n(CC(=O)NC3CCCC3)c2=O)cc1
 : -11.8 | 13.3 | -18.3 | 6.1 | 15.9 | -1.5 | 1.8 | -0.6 | 14.2
CCn1ncc(Br)c1C(=O)Nc1cc(C)ccc1F
 : -5.7 | 23.1 | 3.6 | -0.4 | 14.5 | 0.2 | 2.8 | -0.7 | 9.0
COc1ccc(-c2noc(N3CCC(C(=O)Nc4ccccc4F)CC3)n2)cc1
 : -4.1 | 15.2 | -4.2 | 2.9 | 8.5 | -0.5 | 2.4 | 4.5 | 4.2
CC(=O)c1sc(NC(=O)CN2C(=O)C3CC=CCC3C2=O)nc1-c1ccccc1 (stereo unspecified)
 : 2.7 | -22.0 | -5.0 | 5.2 | 19.3 | 3.6 | 5.1 | -11.0 | 11.4
O=C(Nc1ccc2c(c1)OCCO2)c1cc(-c2ccccn2)nc2ccc(Br)cc12
 : -6.5 | -1.1 | -0.1 | -1.3 | 19.8 | 2.4 | 3.5 | 14.8 | 9.4
O=C(CCNS(=O)(=O)c1ccc(Cl)cc1)N1CCCC1
 : -1.9 | -21.6 | 5.0 | 3.6 | 16.5 | -0.1 | -9.6 | -6.4 | 4.4
O=C1CCCN1c1ccc(S(=O)(=O)NCCOc2ccccc2)cc1
 : -3.4 | -8.5 | -0.9 | -1.4 | 18.8 | 0.9 | -0.7 | -2.3 | 9.6

4 compounds already listed, sorted by count of non-hydrogen atoms, lowest first.
Values in the order – HKDC1 inhibitor | PfGluPho inh | SENP8 block-2 | Apaf1 inhib | SENP8 block-1 | SENP1 FRET inh | SENP7 inh | SENP6 inh | NALP3 yeast inh
Cc1ccccc1Oc1nc2ccccc2n2cnnc12
 : -10.4 | -2.4 | 6.0 | 2.6 | 8.8 | -1.1 | -4.1 | -1.1 | 5.8
C=CCn1c(N)cc(=O)nc1SCC(=O)Nc1ccc(C(=O)OC)cc1
 : -6.2 | 10.3 | -0.3 | -8.7 | 3.1 | -1.1 | -11.0 | 1.8 | 0.1
COCCn1nnnc1C(c1cccs1)N1CCN(c2cc(C)ccc2C)CC1 (stereo unspecified)
 : -2.7 | -2.5 | -7.9 | 19.7 | 5.5 | 1.1 | -11.2 | -8.1 | 14.7
O=C(COC(=O)c1ccc(Cl)c(S(=O)(=O)N2CCCCCC2)c1)Nc1ccccc1
 : 2.4 | -6.5 | -6.1 | 21.2 | 13.2 | 1.9 | -11.7 | -18.1 | 2.9
